# Assay outcomes as filed in PubChem BioAssay.
# Dicer processing: blocks human Dicer maturation of pre-miR-21; cat-ELCCA pre-miR-21 Dicer processing, chemiluminescence; stronger effect = higher value; z-score at 25 µM; actives 6% (n = 47,000); AID 1347074; in the data active means z-score above about 3, passing the limit was not always enough;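 further: plate controls were vehicle for no effect and no enzyme for full effect; higher signal means more uncleaved substrate so more Dicer inhibition; strong numbers were not always called active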
# Active calls of the source: *; & = joins results of further samples. Only part of the results is shown; count on the stated rates, not on these rows.
SMILES,Dicer processing
O=C(Nc1nsc(-c2ccccc2)n1)c1ccc(F)cc1,1.59
CC1CN(c2ccc(Br)cc2)c2nc3c(c(=O)n(CC(=O)O)c(=O)n3C)n2C1 (configuration not stated),0.47
N#Cc1c(-c2cccs2)nc(SCC(=O)c2ccc(OC(F)(F)F)cc2)[nH]c1=O,-0.88
COc1cc(OC)cc(-c2nc3n(n2)C(c2cc(OC)ccc2OC)C(C(N)=O)=C(C)N3)c1 (configuration not stated),1.34
O=S(=O)(c1ccc(-n2cccn2)cc1)N1CCN(C2c3ccccc3-c3ccccc32)CC1,-0.09
COc1ccc(-c2n[nH]c(=S)n2-c2cccc(OC)c2)cc1,-0.83
Cc1ccc(C2/C(=C(\O)c3ccc(F)cc3)C(=O)C(=O)N2Cc2cccnc2)cc1 (configuration not stated),-5.3
COc1cc(C2SCCS2)cc(Br)c1OC(=O)c1nn(-c2ccccc2)nc1C,-3.32
Cc1ccc(C(=O)CC2(O)C(=O)Nc3ccc(C)cc32)c(C)c1 (configuration not stated),-0.09
O=C(c1nc(SCc2c(Cl)cccc2Cl)n2ccccc12)C(F)(F)F,1.37
C=CCN(CC=C)S(=O)(=O)c1ccc(C(=O)N2CCCC2)cc1,1.63
CCOC(=O)NC(Nc1nc2ccccc2s1)(C(=O)OCC)C(F)(F)F (configuration not stated),-0.96
COc1ccc(Oc2ccc(C(F)(F)F)cc2NS(=O)(=O)c2cccs2)cc1,0.02
OCCCCCCN(Cn1nnc2ccccc21)Cn1nnc2ccccc21,0.54
CCOC(=O)c1nn(-c2ccccc2)c(=O)c2c(N)scc12,-0.51
CSc1nc2c(c(/C=C/c3ccccc3)c1C#N)CCC2,-0.77
Clc1ccc(-c2nnc3sc(-c4ccccc4)nn23)cc1,1.14
O=C(C1=C(O)C(=O)N(Cc2cccnc2)C1c1ccccc1)c1cccs1 (configuration not stated),-0.29
C#CCN(C)CCCOc1ccc(Cl)cc1Cl,0.27
CCCc1[nH]c(Br)nc1-c1ccccc1,-1.09
Cc1nc(-c2ccc(S(=O)(=O)N3CCCc4ccccc43)s2)cs1,-0.33
O=C(Oc1nsnc1N1CCCCC1)N1CCOCC1,0.92
CCCCNC(=O)c1cc2cccc([N+](=O)[O-])c2[nH]1,1.12
Cn1cc(Cl)c(/C=C(\C#N)S(=O)(=O)c2ccccc2)n1,0.91
CCOC(=O)Oc1cc2oc(=O)sc2cc1Cl,-1.15
Cc1cc(C(=O)OCCN=C2NS(=O)(=O)c3ccccc32)c2ccccc2n1,-0.79
Cc1ccccc1C(OCCN(C)C)c1ccccc1 (configuration not stated),-0.79&2.24
Cc1cccc2c1NC(=O)C(c1ccccc1)C2=O (configuration not stated),2.93
Cc1ccc(S(=O)(=O)Nc2cccc3cccc(Br)c23)cc1,3.13*
Cc1ccc2nc(CCCC(=O)O)[nH]c2c1,3.56*
CCCc1ccc(-c2nc(-c3ccc(C(F)(F)F)cn3)no2)cc1,-0.18
C/C(=C\C(=O)c1ccccc1)NCC#N,0.52
O=C(O)Cc1nc2nc3c(c(=O)n2[nH]1)CCC3,1.59
COC(=O)c1sc(C(C)(C)C)cc1CS(=O)(=O)c1ccc(Cl)cc1,-0.7
CCNC(=S)NNC(=O)c1oc2nc(-c3ccccc3)cc(-c3ccco3)c2c1N,-1.29
COc1ccc(-c2noc(CC(=O)O)c2-c2ccc(OC)cc2)cc1,-1.02
Cc1ccc2cc(-c3noc(-c4cccs4)n3)c(=O)[nH]c2c1,0.51
C/C(=N\Nc1c(Cl)cccc1Cl)c1sc(CCn2cccc(C(F)(F)F)c2=O)nc1C,-0.03
Cc1nnc(N2C(=O)C(O)=C(C(=O)c3cccs3)C2c2ccccc2F)s1 (configuration not stated),0.31
CCCOC(=O)C1=C(C)NC2=C(C(=O)CCC2)C1c1ccco1 (configuration not stated),-1.2
CCCCCOC(=O)Cn1c(=O)oc2ccc(C)cc21,1.04
CCOC(=O)c1c(C)n(-c2ccccc2)c2ccc(OC(C)=O)cc12,1.41
O=c1c2ccccc2nc(-c2cccs2)n1-c1cccc2ccccc12,-0.47
CCn1c(=O)c(-c2nc3ccccc3c(=O)[nH]2)c(O)c2ccccc21,0.33
O=[N+]([O-])c1ccccc1O[C@@H]1O[C@H](CO)[C@H](O)[C@H](O)[C@H]1O,0.94
Nc1cccc(C(=O)CC2(O)C(=O)Nc3ccc(Br)cc32)c1 (configuration not stated),-0.57
O=C1CC(c2ccccc2)=NN1c1ccccc1,-0.65
CCSC(=S)c1c(C)[nH]n(-c2ccccc2)c1=O,0.45
O=S(=O)(c1ccc(Cl)cc1)n1cccc1,-1.58
N#C/C(=C\Nc1cccc(Cl)c1)S(=O)(=O)Cc1ccco1,1.66

# Going on with the list:
SMILES,Dicer processing
Clc1cc2c(cc1CSc1nc3ncccc3[nH]1)OCO2,1.66
N#CCCN(Cc1ccncc1)C(=S)NC1CC2C=CC1C2 (configuration not stated),1
Cc1cc(=O)oc2cc(NC(=O)CSCC(=O)O)ccc12,0.55
CCOC(=O)Cc1nn(CC#N)c(=O)c2ccccc12,0.05
Cc1sc(-c2ccccc2)nc1-c1ccc(CC(C)C)cc1,-0.11
CCOC(=O)C1=C(C)NC2=C(C(=O)CCC2)C1c1ccncc1 (configuration not stated),-1.05
Cn1nccc1NC(=O)COCC(=O)O,-0.22
C1=C(c2ccccc2)Nc2nc3ccccc3n2C1c1ccccc1 (configuration not stated),0.1
COC(=O)C1=C(Nc2ccccc2NS(=O)(=O)c2ccc(C(F)(F)F)cc2Cl)CSC1,-0.77
CCOc1ccc(/C(O)=C2\C(=O)C(=O)N(c3nnc(C)s3)C2c2ccc(OC)cc2)cc1 (configuration not stated),1.44
FC(F)(F)c1cc(-c2cccc(Br)c2)nc2ncnn12,3.87*
Cc1ccc(NC(CC(=O)C2CC2)c2ccccc2)cc1 (configuration not stated),1.17
CC(C)S(=O)(=O)C/C(N)=N/OCc1cccc(Cl)c1,-2.81
Cc1nc(-c2ccc(Cl)cc2)cs1,2.62
CC1=C(C(=O)OC(C)C)C(c2ccccc2)n2c(nc3ccccc32)N1 (configuration not stated),-0.35
O=C(CSc1nc(-c2ccco2)cc(C(F)(F)F)n1)NC1CCCCC1,-0.68
COc1ccc(C(=O)CC2(O)C(=O)Nc3ccc(C)cc32)cc1 (configuration not stated),-0.11
NC(=S)N/N=C/c1cc2c(s1)-c1cc(Cl)ccc1OC2,4.99
CC(C)(CO)N1C(=O)NC2NC(=O)NC21 (configuration not stated),1.42
COc1ccc(OCC(=O)Nc2ncccn2)cc1,2.87
O=C(O)CS(=O)(=O)/C=C/c1ccccc1,18.6*
CCOC(=O)Nc1c(C(=O)OCC)[nH]c2ccc(F)cc12,2.8
CC(=O)N[C@@H]1[C@@H](O)[C@H](O)[C@@H](CO)O[C@@H]1O,-0.44
C=CCC1(NC2CCCCC2)CCCCC1,-0.64
CC(C)C1Oc2ccccc2C2CC(c3ccccc3O)=NN21 (configuration not stated),5.61*
O=C(c1ccc2c(c1)CCO2)N1CCN(C(=O)c2ccc3c(c2)CCO3)CC1,-0.49
CCCCSc1nnc2c(n1)OC(C)=Nc1ccc(Br)cc1-2,1.26
Cc1onc(-c2ccccc2)c1-c1csc(Nc2ccc(Cl)cc2)n1,1
CCOC(=O)c1c(C)csc1NC(=O)CC#N,1.98
O=C(CCCSc1nc(-c2ccco2)cc(C(F)(F)F)n1)NCc1cccs1,0.14
CCNc1nc(Oc2ccc(=O)n(C)n2)nc(N2CCOCC2)n1,0.27
COc1ccccc1C1/C(=C(\O)c2ccc(Br)cc2)C(=O)C(=O)N1CCCn1ccnc1 (configuration not stated),-2.36
CNc1cccc2c1C(=O)c1ccccc1C2=O,-0.46
O=C(C1CC(c2c(F)cccc2Cl)=NO1)N1CCOCC1 (configuration not stated),-0.45
CC(C)(CC(=O)NC1CCN(Cc2ccccc2)CC1)Sc1ccc(Cl)cc1,-0.62
O=C(CSc1nccc(-c2cccs2)n1)c1cc(-c2ccc(Cl)c(Cl)c2)no1,4.02*
O=C1CCCC(O)=C1N=Nc1c(Cl)cc(C(F)(F)F)cc1Cl,3.36
COc1cc(C(F)(F)F)cc(C(F)(F)F)c1C(=O)Nc1cc(C(F)(F)F)cc(C(F)(F)F)c1,-0.37
CCCSC1=C(C#N)C(c2cc(OC)ccc2OC)CC(=O)N1 (configuration not stated),1.76
O=C(CSc1c(F)c(F)cc(F)c1F)Nc1ccc(C2SCCS2)cc1,-1.88
COc1cc2cc(OCc3cccc(C)c3)nc(C)c2cc1OC,-1.63
N#C/C(=C\N1CCc2ccccc21)C(=O)c1cccc(C(F)(F)F)c1,-2.08
O=c1oc2ccccc2n1Cc1cccc(Cl)c1,0.02
CC(=O)OC[C@H]1OC[C@H](OC(C)=O)[C@@H](OC(C)=O)[C@H]1OC(C)=O,-0.56
CNC(=O)NC(=O)CSc1nc(-c2ccc(Cl)cc2)cn1-c1ccccc1,-0.33
COc1cc(C2c3c(oc4ccccc4c3=O)C(=O)N2c2nc(C)c(C)s2)ccc1O (configuration not stated),-0.92
CCC(C(=O)Nc1ccc(C(F)(F)F)cc1)c1ccccc1 (configuration not stated),-0.5
CN(C(=O)c1cccs1)C1CC2C=CC1C2 (configuration not stated),-0.19
CCCCCc1c(C)nc(Nc2nc(C)c3cc(C)ccc3n2)[nH]c1=O,0.93
Cc1ccc(C(=O)CC(=O)c2ccc(Cl)cc2)c(O)c1,4.37*

# Structures shown so far that have a furan ring, fused or not (5):
SMILES,Dicer processing
CCNC(=S)NNC(=O)c1oc2nc(-c3ccccc3)cc(-c3ccco3)c2c1N,-1.29
CCCOC(=O)C1=C(C)NC2=C(C(=O)CCC2)C1c1ccco1 (configuration not stated),-1.2
N#C/C(=C\Nc1cccc(Cl)c1)S(=O)(=O)Cc1ccco1,1.66
O=C(CSc1nc(-c2ccco2)cc(C(F)(F)F)n1)NC1CCCCC1,-0.68
O=C(CCCSc1nc(-c2ccco2)cc(C(F)(F)F)n1)NCc1cccs1,0.14

# Next compounds follow.
structure	Dicer processing
O=C(NC1CCSC1=O)c1cccc(C(=O)NC2CCSC2=O)c1 (configuration not stated)	3.02*
O=c1[nH]cnc2c1oc1nc(-c3ccc(Cl)cc3)cc(-c3ccco3)c12	6.51*
COc1ccc(OC)c(C2C(C(=O)OCCOc3ccccc3)=C(C)NC3=C2C(=O)CC(C)(C)C3)c1 (configuration not stated)	0.9
C=CCn1c(SCc2ccc(C(=O)NCCO)cc2)nc2sc(C)c(C)c2c1=O	-0.18
O=C1C2C3C=CC(CC3)C2C(=O)N1c1cccc(Cl)c1 (configuration not stated)	3.34*
FC(F)(F)c1ccc(C2=NCCO2)cc1	4.75*
CCOc1ccc(/C=C/c2nc(-c3ccc(Cl)cc3)no2)cc1OCC	3.09*
CCCCOC(=O)C1=C(C)NC2=C(C(=O)CC(C)(C)C2)C1c1ccccc1Br (configuration not stated)	-1.25
Cc1ccc(S(=O)(=O)Nc2cccc(-c3cn4ccccc4n3)c2)cc1C	5.71*
N#CC(C#N)=NNc1cc(F)cc(F)c1	1.72
COc1cc2c(=O)oc(-c3cccs3)nc2c(OC)c1OC	1.09
Cc1cc(C)c2c3c(sc2n1)C(=O)N(c1cccc(C(F)(F)F)c1)CC(=O)N3	2.84
C=C1/C(=C\C=C2/CCC[C@]3(C)[C@@H]([C@H](C)/C=C/[C@@H](O)C4CC4)CC[C@@H]23)C[C@@H](O)C[C@@H]1O	-0.53
O=C(CSc1nnc(NC(=O)c2ccc(Cl)c(Cl)c2)s1)Nc1ccc(F)c(F)c1F	-0.34
c1cc2c(cc1N=C1SCC3CCCCN13)OCO2 (configuration not stated)	0.81
CCCOC(=O)C1=C(C)NC2=C(C(=O)CC(c3ccccc3)C2)C1c1cccnc1 (configuration not stated)	0.84
CN(C)/C=C1\C(=O)N(c2ccc(F)cc2F)C(c2cccnc2)S1(=O)=O (configuration not stated)	0.13
Cn1c(SCc2n[nH]c(=S)n2Cc2ccccc2)nnc1-c1ccccc1	-1.39
CCc1c(C)[nH]c2ccc([N+](=O)[O-])cc12	1.24
O=C(NC(=O)c1c(F)cccc1Cl)NN(Cc1c(F)cccc1Cl)c1ccccc1	-0.89
CNC(=S)NNc1ncccc1-n1cccc1	-3.54
CN(C)CCNC(=O)COc1cc(-c2ccccc2)nc2ccccc12	-0.32
CCOc1ccc(/C(O)=C2\C(=O)C(=O)N(c3nccs3)C2c2ccc(OC)c(OC)c2)cc1 (configuration not stated)	3.6*
O=c1[nH]nc(SCc2c(F)cccc2Cl)n1-c1ccccc1C(F)(F)F	0.3
CC(=O)Nc1cc2c(cc1[N+](=O)[O-])OCCO2	-0.35
O=C(Cn1cc(C(=O)c2ccco2)c2ccccc21)Nc1ccccc1Cl	-0.23
COc1ccc(Br)c(C(=O)NC(=S)Nc2c(C)cc(C)cc2C)c1	1.68
Cc1nc2sc3c(NCCC(C)C)ncnc3c2c2c1COC(C)(C)C2	0.04
Cc1nc2nc(CSc3nnc(C)s3)cc(=O)n2[nH]1	-0.44
CC12CC3CC(C)(C1)CC(C(=O)O)(C3)C2	0.43
FC(F)(F)C1CCN(c2ccc(-c3nc(-c4ccccc4)cs3)cn2)CC1	-1.41
Cc1ccc(-c2nc(NC(=O)COc3ccc(Cl)cc3Cl)sc2C)cc1Cl	2.13

# Some of these compounds in order of length of the SMILES, ascending:
structure	Dicer processing
CC12CC3CC(C)(C1)CC(C(=O)O)(C3)C2	0.43
Cc1nc2nc(CSc3nnc(C)s3)cc(=O)n2[nH]1	-0.44
COc1ccc(Br)c(C(=O)NC(=S)Nc2c(C)cc(C)cc2C)c1	1.68
O=C(Cn1cc(C(=O)c2ccco2)c2ccccc21)Nc1ccccc1Cl	-0.23
O=c1[nH]nc(SCc2c(F)cccc2Cl)n1-c1ccccc1C(F)(F)F	0.3
FC(F)(F)C1CCN(c2ccc(-c3nc(-c4ccccc4)cs3)cn2)CC1	-1.41
